# M4 antag: human M4 muscarinic receptor antagonists, primary screen, CHO cells, Fluo-8 calcium fluorescence; Muscarinic acetylcholine receptor M4 (Homo sapiens), P08173; CHO-hM4 cells, ACh EC80; inhibition, % at 3 µM; 360,000 tested, 0.73% active;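 active = inhibition above its plate's cutoff, the mean inhibition of sample wells plus 3 SD, cut at about 27% in these data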;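 note: 0% = acetylcholine EC80 with DMSO and 100% = DMSO without agonist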
# Target sequence (P08173 whole entry, looked up): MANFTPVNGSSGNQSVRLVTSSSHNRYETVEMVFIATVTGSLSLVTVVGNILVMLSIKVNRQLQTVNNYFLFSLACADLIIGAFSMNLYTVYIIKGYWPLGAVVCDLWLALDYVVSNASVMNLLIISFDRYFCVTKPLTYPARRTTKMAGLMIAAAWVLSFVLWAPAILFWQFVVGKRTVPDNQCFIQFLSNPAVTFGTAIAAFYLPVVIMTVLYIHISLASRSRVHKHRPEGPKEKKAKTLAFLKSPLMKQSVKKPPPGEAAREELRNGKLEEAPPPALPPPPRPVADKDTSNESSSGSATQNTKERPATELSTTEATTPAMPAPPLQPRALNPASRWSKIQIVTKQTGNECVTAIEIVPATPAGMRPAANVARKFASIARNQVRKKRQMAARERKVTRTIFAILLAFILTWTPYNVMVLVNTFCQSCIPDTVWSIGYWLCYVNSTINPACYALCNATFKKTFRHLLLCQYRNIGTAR
# M1 ag: human M1 muscarinic receptor agonists, primary screen, Fluo-8 calcium fluorescence, CHO-K1 cells, HTS | Muscarinic acetylcholine receptor M1 (Homo sapiens), P11229 | CHO-K1 hM1, agonist mode; 0% DMSO, 100% acetylcholine EC100 | activation, % at 3 µM | 360,000 tested, 0.33% active | AID 588814, 2011;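 active = activation above the run's mean compound activation plus 3 SD, cut at about 16% in these data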;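 note: peak over basal fluorescence ratio within a 140 s kinetic read after compound addition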
# CHO-K1 Ca antag: nonselective inhibitor or artifact in parental CHO-K1 cells; ATP-induced calcium, Fluo-8 fluorescence; 360,000 tested, 0.6% active; AID 602250; inhibition, % at 3 µM;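 active = inhibition above a per-plate cutoff, the plate's mean sample inhibition plus 3 SD, cut at about 24% in these data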;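 note: 0% = DMSO plus EC80 ATP and 100% = DMSO alone without ATP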
# CHRM1 PAM: human M1 muscarinic receptor positive allosteric modulators, primary screen, CHO-K1 cells, Fluo-8 calcium fluorescence, 1536-well | Muscarinic acetylcholine receptor M1 (Homo sapiens), P11229 | CHO-K1 hM1, ACh EC20; 0% = ACh EC20, 100% = maximal ACh | activation, % at 3 µM | 360,000 tested, 0.088% active; in the data active = activation above about 19%, passing the limit was not always enough
# CHRM1 antagonist: human M1 muscarinic receptor antagonists, primary screen, CHO-K1 cells, Fluo-8 calcium fluorescence, 1536-well. Muscarinic acetylcholine receptor M1 (Homo sapiens), P11229. CHO-K1 hM1, ACh EC80 antagonist. inhibition, % at 3 µM. 360,000 tested, 1.3% active. AID 588852, 2011;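 active = percent inhibition above its own plate's cutoff, namely the mean of that plate's compound wells plus 3 SD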;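 note: peak over basal fluorescence ratio during 140 s after agonist addition; 0% = ACh EC80 plus DMSO and 100% = DMSO alone without agonist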
# M4 ag: human M4 muscarinic receptor agonists, primary screen, CHO-K1 cells, Fluo-8 calcium fluorescence | CHO-K1 hM4/Gqi5; vehicle 0%, full acetylcholine response 100% | activation, % at 3 µM | 360,000 tested, 0.14% active;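 active = activation above the run mean over all test wells plus 3 SD, cut at about 32% in these data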;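 note: peak over basal fluorescence ratio per well then scaled between controls; 0% = DMSO wells and 100% = acetylcholine at EC100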
# OXTR potentiator: human OXTR potentiators, primary screen, fluorescence, CHO-OTR cells, Fluo-8 calcium; Oxytocin receptor (Homo sapiens), P30559; Fluo-8 calcium fluorescence, potentiator mode; 0% = oxytocin EC15, 100% = EC100; activation, % at 3 µM; 320,000 tested, 0.061% active;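 active = activation above that plate's cutoff, the mean activation of tested compounds plus 3 SD, cut at about 6.6% in these data, passing the limit was not always enough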;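 note: 100% uses oxytocin at 75 nM as the full agonist control; some results filed as inactive read as strong as hits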
# Target sequence (P30559 whole entry, looked up): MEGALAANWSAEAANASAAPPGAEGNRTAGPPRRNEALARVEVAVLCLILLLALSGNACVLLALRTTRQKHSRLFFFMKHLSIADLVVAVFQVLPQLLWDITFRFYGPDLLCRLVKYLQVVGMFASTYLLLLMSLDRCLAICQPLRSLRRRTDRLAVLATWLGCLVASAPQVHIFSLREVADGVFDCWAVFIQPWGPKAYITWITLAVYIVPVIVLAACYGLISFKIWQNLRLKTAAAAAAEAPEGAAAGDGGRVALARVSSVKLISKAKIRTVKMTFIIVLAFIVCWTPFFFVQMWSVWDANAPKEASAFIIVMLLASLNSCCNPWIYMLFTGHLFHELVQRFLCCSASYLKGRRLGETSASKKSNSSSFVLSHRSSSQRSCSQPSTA
#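 Measured by – Fluo-8 calcium dye fluorescence · Test system – human OTR in CHO cells · Dosing – one concentration, 3.0 µM compound · Controls – EC15 oxytocin alone as 0%, 75 nM oxytocin as 100% · Evaluation – normalized max/min fluorescence ratio, % activation · Timing – 6 min pre-incubation, 100 s read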
# CHO parental Ca: ATP-evoked calcium signal inhibitors, parental CHO, primary screen, counter-screen for OX1R antagonist project, cell-based, fluorescence, Fluo-8 calcium dye | 330,000 tested, 0.63% active | parental CHO-K1, ATP-induced calcium, Fluo-8 fluorescence | inhibition, % at 5.6 µM | AID 463079, 2010;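 active = inhibition above that plate's mean sample inhibition plus 3 SD, cut at about 26% in these data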;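 note: 0% = ATP-challenged DMSO wells and 100% = DMSO wells without ATP; some compounds past the cut are filed as inactive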
#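 test system = CHO parental line | reagent = ATP stimulus | measured by = intracellular calcium via Fluo-8 no-wash fluorescent dye | control set = ATP and no-ATP DMSO wells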
# M1 ag parental: counter-screen for M1 agonists: effect in parental CHO-K1 cells | Fluo-8 calcium fluorescence; scaled to maximal ATP response, vehicle zero | activation, % at 3 µM | 360,000 tested, 0.48% active; in the data active = activation above about 15%;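 note: untransfected CHO-K1 host cells lacking M1 receptor as counterscreen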
# The depositor's hits bear a star; . = not tested or not shown. This is a random part of the collection. Share with any hit: about 2.9%.
SMILES,M4 antag,M1 ag,CHO-K1 Ca antag,CHRM1 PAM,CHRM1 antagonist,M4 ag,OXTR potentiator,CHO parental Ca,M1 ag parental
Cc1c(C(=O)Nc2ccccc2Cl)oc2ccc(S(=O)(=O)N3CCC4(CC3)OCCO4)cc12,-1.9,-3.3,-4.4,0.6,7.0,3.3,-1.6,-12.7,1.4
CCN(CC)CCC(=O)N1c2ccccc2Sc2ccc(Cl)cc21,97.9*,-7.1,1.6,-26.4,100.5*,0.9,1.9,-6.8,0.7
Cc1nn(Cc2ccc(C(=O)N3N=C(C(F)F)CC3(O)C(F)F)cc2)c(C)c1[N+](=O)[O-] (stereo not given),0.6,-6.8,-11.1,-7.9,-0.5,4.0,-7.9,-17.2,6.3
O=C(O)c1cccc(S(=O)(=O)N2CCC(n3nnc4cc(C(F)(F)F)ccc43)CC2)c1,-7.8,-2.3,-3.4,4.9,-2.9,3.1,-0.3,10.9,0.3
COc1ccccc1-n1cnc2c(c1=O)c1nc3ccccc3nc1n2-c1ccc(C)c(C)c1,7.1,-3.6,-4.4,13.7,-9.5,0.0,.,.,-0.3
O=C(CSc1nc(-c2ccccc2Cl)ns1)NCc1ccco1,-11.1,-3.6,-6.7,8.7,-15.7,0.9,-7.7,-10.7,0.3
Fc1cccc(NC(=S)N2CCCCC2)c1,-5.5,0.2,-4.6,2.6,-19.3,0.9,-5.1,-12.9,-0.3
Cc1cccc(NC(=O)CSc2nnc(-c3ccco3)c(-c3ccco3)n2)c1,-7.9,-5.4,-2.6,15.3,-7.9,1.1,.,.,-0.4
Cc1ccc(C(=O)NNc2cc(=O)n(C)c(=O)n2C)cc1C,5.3,-6.3,-0.6,8.0,-3.9,0.2,-11.6,-5.1,-0.3
COc1cc(C(=O)N2CCN(S(=O)(=O)c3ccc(Cl)cc3)CC2)ccc1OCC(=O)N1CCOCC1,-19.4,-4.2,-12.9,3.8,1.5,0.5,.,.,0.0
COc1ccc(CCN(C)C(=O)CCCN2C(=O)c3cccc4cccc(c34)C2=O)cc1OC,-12.9,-3.4,-6.8,4.2,-18.6,13.7,-6.4,4.1,3.6
CCN(CC)S(=O)(=O)c1cc(NC(=O)c2cccc(N3C(=O)CCC3=O)c2)ccc1Cl,-4.3,-1.3,2.8,0.0,-4.0,11.8,-11.4,-6.5,6.0
Cc1cc(Sc2nc(N)ncc2[N+](=O)[O-])ncn1,1.8,-3.7,6.2,-1.3,-0.3,1.6,-6.4,6.6,-0.2
COC(=O)c1ccc(NC(=O)C2CC3CCC2C3)cc1 (stereo not given),-5.9,-4.4,-1.6,2.8,-2.8,0.7,0.1,-11.1,2.0
COc1cc(S(=O)(=O)N2CCCC3(CCCCC3)C2)ccc1-n1cnnn1,5.4,-5.6,-13.4,-0.4,-10.9,-0.2,-0.9,-2.8,0.6
Cc1ccc(NC(=O)COC(=O)Cn2cnc3ccccc32)c(C)c1,2.9,-2.9,-18.8,6.1,-10.6,1.2,-6.5,-19.6,1.1
CCN(CC)C(=O)c1n[nH]c(=O)c2ccccc12,7.6,-4.4,-5.9,5.2,-7.6,0.0,2.8,-1.3,0.6
COc1ccccc1CNC(=O)COc1cc2c(c3oc(=O)cc(C)c13)CCC(C)(C)O2,2.3,-5.0,0.7,-24.9,33.5*,7.1,-4.2,-8.1,1.4
CC(C(=O)Nc1ccc(Cl)cc1Cl)N1C(=O)NC2(CCCCCCC2)C1=O (stereo not given),-8.4,-4.2,-18.6,6.0,-9.7,2.7,-2.9,-22.1,0.4
COC(=O)c1ccc(CSc2nnc(N)s2)cc1,2.7,1.1,-14.3,2.8,-5.5,1.1,-15.6,3.5,0.9
O=C(Nc1nccs1)OCc1ccccc1,7.3,-2.3,-11.0,6.8,-12.5,0.1,-0.8,-3.0,1.1
CCOC(=O)c1cccc(NC(=O)CSc2nnc(C)n2Cc2ccccc2)c1,8.0,-2.7,-17.1,8.6,-15.8,-1.0,-2.8,-23.6,0.7
O=C(NCC1CCCO1)C(=O)c1c[nH]c2ccccc12 (stereo not given),-2.0,-1.4,1.0,6.2,11.7,2.6,-12.0,6.0,0.3
CCc1nc(CNC(=O)C2CCC(=O)N(Cc3cccc(OC)c3)C2)no1 (stereo not given),5.8,-0.1,-2.6,7.5,-10.2,1.4,-4.3,-11.8,0.5
O=C(Nc1ccc(C(=O)O)cc1)Nc1ccc([N+](=O)[O-])cc1,-2.6,-2.2,1.9,2.1,-5.5,0.6,5.7,-8.7,0.0

# The closing two compounds of the section above come first, to join the parts.
SMILES,M4 antag,M1 ag,CHO-K1 Ca antag,CHRM1 PAM,CHRM1 antagonist,M4 ag,OXTR potentiator,CHO parental Ca,M1 ag parental
CCc1nc(CNC(=O)C2CCC(=O)N(Cc3cccc(OC)c3)C2)no1 (stereo not given),5.8,-0.1,-2.6,7.5,-10.2,1.4,-4.3,-11.8,0.5
O=C(Nc1ccc(C(=O)O)cc1)Nc1ccc([N+](=O)[O-])cc1,-2.6,-2.2,1.9,2.1,-5.5,0.6,5.7,-8.7,0.0
COc1ccc(NC(=O)c2cc(-c3cc(C)cs3)[nH]n2)cc1OC,-12.7,-2.3,0.8,-2.2,-5.8,7.5,.,.,2.1
Cc1ccc(-c2cc(-c3ccccc3)nc(N/N=C/c3cccnc3)n2)cc1,15.9,-0.6,-13.6,-1.8,2.8,11.4,-7.0,-13.3,2.9
COc1ccc(NC(=O)C(=O)NNC(=O)c2cccs2)c(OC)c1,3.5,-2.8,-8.2,3.4,-20.8,0.4,-8.3,-17.6,-0.3
O=C(Nc1ccc(F)cc1)c1ccccc1NS(=O)(=O)N1CCCC1,-9.0,0.3,15.3,-3.3,5.3,9.7,-14.0,-7.3,3.0
O=C(CC(C(=O)O)c1cccc(Br)c1)c1ccc(Cl)cc1 (stereo not given),-9.9,3.6,-6.6,24.9,-10.4,-0.2,-7.4,-11.9,0.1
Cc1ccc(NC(=O)CN(C)C(=O)COC(=O)[C@@H](NC(=O)c2ccccc2F)C(C)C)cc1,-0.6,-3.1,-12.1,4.5,-8.6,0.7,8.5,-17.3,-0.9
CC1CN(C(=O)CS(=O)(=O)Cc2ccc(Cl)cc2)CC(C)O1 (stereo not given),0.1,-2.5,8.2,3.4,3.4,0.6,-6.8,1.0,0.8
COC(=O)C(Cc1c[nH]c2ccccc12)NC(=O)c1cncc(Br)c1 (stereo not given),1.7,-3.4,-1.6,2.1,-1.6,4.9,-18.3,-3.2,3.6
Cc1nc(NC(=O)COC(=O)C2=NNC(=O)CC2)c(Cl)cc1Cl,3.2,-1.1,8.0,6.1,1.4,0.7,-5.3,-9.3,-0.8
Cc1ccc(N=c2c([N+](=O)[O-])nn(-c3ccccc3)n2O)c(C)c1,10.0,-6.5,-11.8,-3.0,3.8,-1.6,-4.1,-15.5,0.6
Cc1ccc(S(=O)(=O)N2CC3(O)CN(C(=O)OC(C)C)N(C(=O)OC(C)C)CC3(OC(=O)NCc3ccccc3F)C2)cc1 (stereo not given),0.4,0.5,1.5,-9.6,16.7,15.4,.,.,6.0
CCOCCCNC(=S)N1CCCC(c2nc3ccc(C)cc3[nH]2)C1 (stereo not given),-2.1,-10.2,15.2,-10.4,5.8,0.2,4.2,-19.3,-0.6
COc1ccccc1NS(=O)(=O)c1cccc(N=C2N=C(N)c3ccccc32)c1,-1.0,-3.3,-8.1,-3.3,7.3,2.9,-0.4,5.1,0.6
CC(C)(C)c1ccc(C(=O)CS(=O)(=O)c2ccccc2)cc1,0.7,-3.5,-7.1,1.5,-3.1,4.3,-8.8,-3.8,2.5
CCOc1cc(N2CCOCC2)c(OCC)cc1NC(=O)CN1C(=O)C2C3C=CC(C3)C2C1=O (stereo not given),-2.4,-0.3,-22.7,8.3,-4.6,2.3,-8.3,-7.0,0.6
CCCCC(=O)Nc1ncc(S(=O)(=O)c2ccc([N+](=O)[O-])cc2)s1,-0.6,22.8*,-2.3,11.0,-4.0,14.8,-9.8,0.1,9.1
S=c1[nH]nc2nnc3ccccc3n12,-8.7,-7.5,3.7,14.8,-12.8,0.9,4.0,1.6,0.1
O=C(NC(Cc1ccccc1)C(=O)O)/C(=C/c1ccc(Cl)cc1)NC(=O)c1ccccc1 (stereo not given),-5.7,-4.8,7.7,8.1,1.5,0.1,1.9,-2.7,0.1
COCC(=O)O[C@]1(CCN(C)CCCc2nc3ccccc3[nH]2)CCc2cc(F)ccc2[C@@H]1C(C)C,-1.4,-0.2,4.9,-2.4,-26.1,11.5,-10.2,0.0,2.1
Nc1nc(SCC(=O)Nc2ccc([N+](=O)[O-])cc2)[nH]c(=O)c1NC(=O)c1ccc(Br)o1,-4.6,0.0,5.9,-0.6,6.1,0.1,-3.5,5.5,0.5
CCC(=O)N1CCCC(C(=O)Nc2ccc3cn[nH]c3c2)CC1 (stereo not given),7.0,-2.1,-4.4,9.5,-19.8,0.2,.,.,0.5
O=C(CNCc1ccccc1)Nc1ccc(Cl)cc1,9.9,-3.4,-1.4,-2.4,4.5,2.2,-9.1,-9.0,2.0
CCC(Oc1ccc(C)cc1)C(=O)Nc1ccccc1C(=O)N1CCOCC1 (stereo not given),-0.6,-2.2,9.8,-3.4,9.5,6.8,-2.3,-18.1,1.9
O=C(CSc1ncnc2c1oc1ccccc12)Nc1ccccc1C(F)(F)F,-10.1,0.8,-6.2,5.4,-8.8,0.8,0.9,17.4,0.4
CC(C)(C)c1ccc(CC(=O)N2CCC2(C)C(=O)Nc2cnc3ccccc3c2)cc1 (stereo not given),23.3,0.1,-1.7,-20.7,36.2*,19.4,.,.,10.6
Cc1ccc(NC(=O)CN(C)C(=O)c2cc(-c3cccs3)nn2-c2ccccc2)cc1,-5.7,-4.8,-19.0,-3.8,5.0,1.2,-7.1,-30.1,0.7
CCCCSc1nc2sc3c(c2c(=O)[nH]1)CC(C)(CC)OC3 (stereo not given),-0.8,-3.8,-10.4,4.8,-14.1,-0.4,-12.1,-3.7,0.4
CCOC(=O)/C=C/c1cnn(-c2ccccc2)c1,-10.2,-6.9,-7.4,2.4,-5.9,1.2,4.5,-8.3,0.3
COc1ccccc1CNS(=O)(=O)c1cccs1,-0.6,-1.3,3.5,4.3,-12.9,0.8,-6.7,11.9,0.1

# Single records, from the list above.
# `CCC(=O)N1CCCC(C(=O)Nc2ccc3cn[nH]c3c2)CC1` (stereo not given) across the screens: M4 antag: 7.0; M1 ag: -2.1; CHO-K1 Ca antag: -4.4; CHRM1 PAM: 9.5; CHRM1 antagonist: -19.8; M4 ag: 0.2; OXTR potentiator: .; CHO parental Ca: .; M1 ag parental: 0.5
# `O=C(CNCc1ccccc1)Nc1ccc(Cl)cc1` across the screens: M4 antag: 9.9; M1 ag: -3.4; CHO-K1 Ca antag: -1.4; CHRM1 PAM: -2.4; CHRM1 antagonist: 4.5; M4 ag: 2.2; OXTR potentiator: -9.1; CHO parental Ca: -9.0; M1 ag parental: 2.0
